# Compound activity as filed in PubChem BioAssay.
# APJ ag – agonists of human APJ apelin receptor | CHO-K1 APJ PathHunter beta-arrestin, luminescence; 0% DMSO wells, 100% apelin | activation, % at 20 µM | P35414 | actives 0.11% (n = 330,000);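 active means activation more than six SD over the plate average, tested at 20 µM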;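 further: 0% = DMSO alone and 100% = apelin-13 at 10 nM; some results filed as inactive read as strong as hits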
#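 Material: engineered CHO-K1 APJ arrestin reporter cells; amount: 1000 CHO-K1 reporter cells seeded per well; incubation: compound stimulation 90 min at 25 °C, detection 60 min; signal: luminescent beta-gal fragment complementation, chemiluminescent substrate; read-out basis: APJ agonist activity; controls: DMSO-only wells as negative, 10 nM Apelin-13 as positive control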
# Mdm2 MdmX PPI – human Mdm2/MdmX binding inhibition | inhibition, % at 8 µM | SaOS-2 split-luciferase Mdm2/MdmX complementation, luminescence | O15151+Q00987 | actives 3% (n = 330,000) | AID 485346;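 active means inhibition of at least 50% at 8 µM in the primary screen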
# UPR CHOP act – activators of apoptotic arm of unfolded protein response (CHOP). CHO-CHOP luciferase reporter, UPR activation, luminescence; percent of tunicamycin response over DMSO baseline. activation, % at 10 µM. actives 0.34% (n = 330,000);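 active means at 10 µM dose, activation of 40% or more, normalized to positive control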;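 further: 100% = tunicamycin at 10 µg/mL and 0% = DMSO alone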
#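 Dosing – one dose, 10 µM in 0.5% DMSO · System – CHO-CHOP cells, stable luciferase reporter of PERK-eIF2a-CHOP signalling · Input – 500 cells/well · Control set – tunicamycin 10 µg/mL final as positive, DMSO-only wells as negative · Timing – 6 h compound treatment, 37 °C · Measure – % activation vs tunicamycin · Technique – luminescence read with Steady-Glo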
# GRIN3A LBD mod – NR3A (human) ligand-binding domain modulation. NR3A LBD differential scanning fluorimetry, Tm shift; 0% = protein alone, 100% = glycine-bound protein. Tm shift relative to glycine control, % at 25 µM. actives 2.5% (n = 340,000). AID 1259313;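 active means melting temperature shift of at least 10% of the positive control shift, at one fixed dose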
# XBP1 UPR activ – activators of adaptive arm of unfolded protein response (XBP1); CHO-XBP1 luciferase reporter, IRE1-XBP1 UPR activation, luminescence; percent of tunicamycin response, DMSO as zero; activation, % at 20 µM; actives 0.33% (n = 330,000); AID 463104;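 active means versus positive control, 20 µM dose yields 30% or more activation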;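 further: 100% = tunicamycin at 10 µg/mL and 0% = DMSO only wells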
#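 Material – CHO cell line with stable XBP1 luciferase reporter · Buffer or medium – F12 plus 10% FBS · Compound – single point, 20 µM final compound, 1% DMSO · Schedule – 16-18 h cell attachment at 37 °C, then 6 h compound exposure · Signal – Steady-Glo luminescence read · Benchmarks – high control tunicamycin 10 µg/mL final, low control DMSO vehicle only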
# tim23-1 inh – inhibits growth of tim23-1 mutant yeast | S. cerevisiae tim23-1 growth, BacTiter-Glo luminescence, 24 h | AID 463212 | actives 1.3% (n = 330,000) | inhibition, % at 20 µM;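 active means growth inhibition of the mutant yeast at or above 50%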;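 further: temperature-sensitive mutant grown at 25 °C; plate controls were DMSO-treated mutant yeast for no effect and medium wells lacking yeast for full effect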
# TIM10 inh – inhibits growth of TIM10 yeast strain | S. cerevisiae TIM10 strain growth, BacTiter-Glo luminescence, 24 h | inhibition, % at 10 µM | actives 1.4% (n = 330,000);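 active means inhibition of 40% or more at the single tested concentration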;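 further: wild-type TIM10 isogenic control strain grown at permissive 25 °C; 0% = DMSO yeast wells and 100% = minimal medium wells without yeast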
# tim10-1 inh – tim10-1 yeast growth inhibition | S. cerevisiae tim10-1 ts strain growth, BacTiter-Glo, 24 h | inhibition, % at 20 µM | actives 2.2% (n = 330,000) | AID 463190;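 active means inhibition of at least 40%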;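 further: mutant grown at 25 °C; 0% = DMSO wells with yeast and 100% = wells holding no yeast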
# NALP3 yeast inh – inhibitors of NALP3 inflammasome in yeast; Yeast reconstituted NLRP3/ASC/caspase-1, beta-gal luminescence, 24 h; inhibition, % at 10 µM; actives 0.39% (n = 330,000);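 active means inhibition of 50% or more; inactive means inhibition below 50%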;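 further: plate controls were induced DMSO wells for no effect and uninduced yeast grown without galactose for full effect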
# An asterisk follows results filed as active; / = no result given. Compounds as they come (roughly 8.2% active in at least one column).
SMILES,APJ ag,Mdm2 MdmX PPI,UPR CHOP act,GRIN3A LBD mod,XBP1 UPR activ,tim23-1 inh,TIM10 inh,tim10-1 inh,NALP3 yeast inh
CN(C)S(=O)(=O)c1ccc(NC(=O)CN2CCN(c3ccccn3)CC2)cc1,-5,-6,2.2,2,0,16,7,1,8
COc1ccc(CNC(=O)C2CCN(C(=O)c3ccc(-c4ccccc4)cc3)CC2)cc1,-3,-9,-0.6,0,-3,30,-9,2,11
O=C(O)Cc1c(C(=O)O)[nH]c2ccc(C(=O)O)cc12,-3,19,0.0,0,-2,9,2,-2,8
O=C(NCc1cccnc1)c1cc(Cl)ccc1[N+](=O)[O-],-1,-15,0.7,1,-3,2,1,-3,1
COc1ccc(NC(=O)CNC(c2ccccc2)c2ccccc2)cc1,-2,14,0.3,-1,-6,23,-21,-10,27
COc1cccc(N=c2oc3ccc(OC)cc3cc2-c2nc3ccccc3[nH]2)c1,-7,-22,5.6,-1,2,-22,-6,24,12
COc1cc2ccccc2cc1C(=O)Nc1ccc(C)cn1,-3,-133,5.9,-1,-7,2,-1,-10,20
Nc1ncnc2sc3c(c12)CCNC3,-3,2,-1.4,1,0,-12,-1,12,10
O=C(CCc1ccccc1)N1CCN(S(=O)(=O)c2cccs2)CC1,8,17,0.5,-1,-1,17,9,18,9
Cc1cc(C)nc(-n2nc(C)cc2NC(=O)C(C)C)n1,-2,19,0.1,1,1,-7,-5,-12,-1
CCOc1ccccc1/C=N/Nc1ccccc1[N+](=O)[O-],-6,-55,4.7,5,8,7,12,9,-2
O=C(Nc1ccc(Nc2ccccc2)cc1)c1cccc(F)c1,3,-59,8.1,29*,2,20,5,-39,57*
Cc1cc(=O)oc(C)c1C(=O)n1nc(C)c2c1C[C@@H]1[C@H]2C1(C)C,-2,6,-0.3,0,-5,25,11,11,-14
O=C(COC(=O)c1ccccc1Br)NCc1cccs1,-3,-6,2.5,-1,3,6,-1,-6,16
CN(C)c1ccc(C(=O)/C=C/c2ccc(Br)cc2)cc1,0,-88,3.4,-3,0,29,14,26,32
O=C(CC1(O)C(=O)N(C/C=C/c2ccccc2)c2ccccc21)c1ccccn1 (centres undefined),-2,39,-1.1,4,11,20,31,26,6
Cc1ccccc1C([O-])=Nc1ccc[n+](-c2nc3ccccc3nc2NS(=O)(=O)c2ccccc2)c1,-5,6,2.9,-2,-1,11,12,5,6
COc1cc(CCc2ccccc2)c(C(=O)O)c(O)c1C/C=C(/C)CCC=C(C)C,/,18,3.3,10*,7,75*,15,28,/
CCOC(=O)c1sc2nc3c(cc2c1N)C(=O)CC(C)(C)C3,-2,-14,3.0,-1,1,6,-2,13,16
Cc1nnc(SCC(=O)N2CC(=O)Nc3ccccc32)n1Cc1ccccc1,0,-3,2.0,0,1,-3,-27,17,12
COc1cc(NS(=O)(=O)c2ccc(N/C=C\C(=O)c3ccc(C)cc3)cc2)nc(OC)n1,3,24,-3.3,-8,-4,9,9,-1,18
CCc1ccc(C2NC(c3ccc(CC)cc3)C([N+](=O)[O-])C(C)(C)C2[N+](=O)[O-])cc1 (centres undefined),-3,14,1.0,3,-2,9,3,-13,3
CC(C)CN1C(=O)c2ccc(C(=O)Nc3ccc(O)cc3C(=O)O)cc2C1=O,-3,12,-1.7,1,-5,18,9,10,-5
O=C(Nc1ccccc1)OC1C2CCC1C(N1CCCCC1)CC2 (centres undefined),-3,1,-2.1,1,4,17,-2,7,20
CCCCn1nc(C(=O)NCC(c2cccs2)N2CCOCC2)c2ccccc2c1=O (centres undefined),2,5,5.5,3,-3,37,17,14,9
SMILES,APJ ag,Mdm2 MdmX PPI,UPR CHOP act,GRIN3A LBD mod,XBP1 UPR activ,tim23-1 inh,TIM10 inh,tim10-1 inh,NALP3 yeast inh
COc1ccc(S(=O)(=O)NC(C)C(=O)Nc2ccccc2)cc1Cl (centres undefined),9,6,0.7,1,-3,10,9,11,14
COCCCN1C(=O)C(=O)/C(=C(/O)c2ccc(OCC(C)C)cc2C)C1c1cccnc1 (centres undefined),0,11,-1.2,0,-5,8,-2,-13,10
CC(C)(CNC(=O)c1ccc(-c2ccccc2Cl)o1)N1CCOCC1,-2,-12,6.7,-1,0,2,8,15,29
CCOCCCNC(=O)C1CCN(S(=O)(=O)c2cc(Br)cc3c2N(C(=O)CC)CC3)CC1,-3,4,1.5,1,-2,6,5,11,20
CN(CC(=O)Nc1cc(S(=O)(=O)N2CCOCC2)ccc1Cl)C1CCS(=O)(=O)C1 (centres undefined),1,-18,2.9,0,-3,12,-12,4,11
CN1C(=O)C2(c3ccccc31)c1c(oc3ccccc3c1=O)C(=O)N2CCO (centres undefined),4,14,-0.4,0,-6,-3,0,-14,8
COCc1cc(=O)[nH]c(Cc2c(Cl)cccc2Cl)n1,-1,15,-0.6,-1,-6,9,1,0,14
Cc1ccc(C(C(=O)NC2CCCC2)N(C(=O)Cc2cccs2)c2ccc(C)c(C)c2)o1 (centres undefined),-6,31,-2.0,0,-1,25,21,20,-6
Cc1ccc(C)c(NC(=O)NNS(=O)(=O)c2ccc(C)c(C)c2)c1,-2,11,-0.5,-1,-4,-3,6,0,0
N#Cc1nc(-c2ccccc2F)oc1NCc1cccc2c1OCO2,-1,30,5.6,-25,-2,47,25,52*,18
O=c1c2sccc2n(Cc2cc(=O)n3ccccc3n2)c(=O)n1-c1ccccc1,0,-35,1.8,-4,-2,10,-20,14,9
O=S(=O)(Nc1cccc(S(=O)(=O)N2CCOCC2)c1)c1ccc2c(c1)OCCO2,0,4,-1.2,-2,0,10,9,0,-6
CCC(C)(C)NC(=O)CN(Cc1cccs1)C(=O)C(=O)Nc1ccc2c(c1)OCCO2,0,5,-1.9,-1,-1,29,10,2,15
CCc1ccc(NC(=O)[C@H](C)NC(=O)C2CCN(C(=O)[C@@H](NC(=O)OC(C)(C)C)C(C)C)CC2)cc1,-1,17,5.8,1,8,16,-6,11,3
Cc1ccc(S(=O)(=O)c2cc3ccccc3nc2N)cc1,2,15,-1.1,1,1,8,-9,7,47
N#Cc1ccc(C(=O)NC2=NCCS2)cc1,-1,-13,-0.5,1,0,-3,1,18,11
COc1ccccc1-n1c(C)nnc1SCC(=O)Nc1cccc(C(C)=O)c1,0,26,-1.3,0,2,-3,-7,20,-3
COc1ccccc1C(=O)NNC(=O)c1cccc(C)c1,-2,-39,6.6,0,-1,6,-4,0,19
COc1ccc(CC(=O)NCC2(N3CCCCC3)CCCCC2)cc1,-1,-7,-0.7,0,-5,10,2,5,1
N#Cc1cc2c(nc1SCC(=O)NCc1ccc3c(c1)OCO3)CCCCC2,-3,-23,2.0,-1,3,19,30,26,1
O=C(N/N=C/c1ccc(Sc2ccccn2)o1)c1cccc([N+](=O)[O-])c1,-2,-15,1.0,-2,-2,23,17,24,4
COc1cccc(NC(=O)CCC(=O)Nc2ccc3nc(N4CCOCC4)cc(C)c3c2)c1,0,0,7.0,-10,-1,12,1,-1,-1
Cc1nn(CC(=O)c2cccc(Cl)c2)c(C)c1[N+](=O)[O-],0,-18,0.5,-3,0,25,31,25,4
COc1ccc(C(=O)N2CCN(c3ncccn3)CC2)cc1S(=O)(=O)N1CCOCC1,-5,1,-1.1,2,1,6,3,-10,21
Cc1ccccc1-n1ncc(C(C)NC(=O)c2ccco2)c1C (centres undefined),-5,-15,2.5,-19,2,11,15,19,-9
SMILES,APJ ag,Mdm2 MdmX PPI,UPR CHOP act,GRIN3A LBD mod,XBP1 UPR activ,tim23-1 inh,TIM10 inh,tim10-1 inh,NALP3 yeast inh
C/C(=N/NC(=O)c1cccs1)c1ccc(NC(=O)COc2ccc(Cl)cc2)cc1,0,38,9.1,3,13,-21,-11,1,14
CCC(CC)C(=O)Nc1ccc(Nc2ccccc2)cc1,-1,20,-0.2,2,-1,31,3,26,17
Cc1cccc(N2C(=O)SC(N(C)c3ccccc3)C2=O)c1 (centres undefined),-1,7,4.0,-4,1,6,6,18,10
Cc1nnc(NC(=O)c2ccc3ccccc3n2)s1,-4,-40,7.3,4,-5,45,33,-11,24
NC1CCN(c2c(F)cc3c(=O)c(C(=O)O)cn(C4CC4)c3c2Cl)C1 (centres undefined),-5,16,-1.4,-1,0,0,-4,21,7
CC(NC(=O)CN1C(=O)NC2(CCCCC2C)C1=O)c1ccccc1 (centres undefined),1,21,0.6,0,-1,7,-11,0,15
CCOC(=O)CCCCCC(=O)Nc1ccc2c(c1)CC(=O)N([C@@H](C)CO)C[C@@H](C)[C@@H](CN(C)C(=O)Nc1ccc(C(F)(F)F)cc1)O2,-2,11,-0.4,-13,-2,5,-2,10,12
COc1ccc(Cl)cc1Nc1nc(C)cc(C)c1C(N)=O,-1,-7,-0.6,0,-4,0,-3,-3,10
Cc1ccc(Nc2cc(C)nc3nnnn23)cc1,-1,3,1.6,-2,-3,17,0,-14,17

# Entries above that contain a thiophene ring, fused or not (9):
SMILES,APJ ag,Mdm2 MdmX PPI,UPR CHOP act,GRIN3A LBD mod,XBP1 UPR activ,tim23-1 inh,TIM10 inh,tim10-1 inh,NALP3 yeast inh
Nc1ncnc2sc3c(c12)CCNC3,-3,2,-1.4,1,0,-12,-1,12,10
O=C(CCc1ccccc1)N1CCN(S(=O)(=O)c2cccs2)CC1,8,17,0.5,-1,-1,17,9,18,9
O=C(COC(=O)c1ccccc1Br)NCc1cccs1,-3,-6,2.5,-1,3,6,-1,-6,16
CCOC(=O)c1sc2nc3c(cc2c1N)C(=O)CC(C)(C)C3,-2,-14,3.0,-1,1,6,-2,13,16
CCCCn1nc(C(=O)NCC(c2cccs2)N2CCOCC2)c2ccccc2c1=O (centres undefined),2,5,5.5,3,-3,37,17,14,9
Cc1ccc(C(C(=O)NC2CCCC2)N(C(=O)Cc2cccs2)c2ccc(C)c(C)c2)o1 (centres undefined),-6,31,-2.0,0,-1,25,21,20,-6
O=c1c2sccc2n(Cc2cc(=O)n3ccccc3n2)c(=O)n1-c1ccccc1,0,-35,1.8,-4,-2,10,-20,14,9
CCC(C)(C)NC(=O)CN(Cc1cccs1)C(=O)C(=O)Nc1ccc2c(c1)OCCO2,0,5,-1.9,-1,-1,29,10,2,15
C/C(=N/NC(=O)c1cccs1)c1ccc(NC(=O)COc2ccc(Cl)cc2)cc1,0,38,9.1,3,13,-21,-11,1,14
